Compound activity as filed in PubChem.
GPR55 LPI antagonism: GPR55 antagonists blocking LPI-driven arrestin recruitment, primary screen, imaging, U2OS, beta-arrestin-GFP, LPI agonist (AID 2013) | actives 0.13% (n = 290,000) | inhibition, % at 10 µM, or IC50 in µM where a hit was titrated | U2OS GPR55 beta-arrestin-GFP translocation imaging, LPI antagonism; higher % means a stronger effect;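 active means spots per cell inhibited over 60%, with over 100 cells counted and total cytoplasm intensity under 500,000; inconclusive means wells with under 100 cells, flagged as likely toxic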;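 further: U2OS cells stably carrying GPR55 and arrestin-GFP stimulated by 5 µM LPI near EC80; imaged beta-arrestin-GFP aggregate spots per cell after agonist stimulation; plate controls were LPI-stimulated DMSO wells for no effect and DMSO wells without LPI for full effect; some results filed as inactive read as strong as hits; confirmed hits need IC50 under 10 µM and bright autofluorescent wells are also inconclusive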
PhoP inhibition: inhibitors of PhoP regulon expression, primary screen, Salmonella Typhimurium, GFP reporter (AID 1863) | S. Typhimurium PhoP-regulated promoter GFP reporter, 4 h; higher % means a stronger effect | inhibition, % at 50 µM, or IC50 in µM where a hit was titrated | actives 0.16% (n = 300,000);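 active means inhibition over 29.93%, a cutoff 3 SD above the screen mean, later confirmed by dose response; inconclusive means inhibition over 29.93% but no dose response follow-up; inactive means inhibition at most 29.93% or unconfirmed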;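 further: 0% = low Mg2+ inducing control and 100% = high Mg2+ repressing control; strong numbers were not always called active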
HIV fusion peptide: inhibitors of HIV fusion peptide binding, primary screen, biochemical, uHTS, fluorescence dequenching (AID 1986); cell-free peptide binding, fluorescence dequenching, 30 min; higher % means a stronger effect; one-dose inhibition, % at 20 µM; IC50 in µM for titrated hits; actives 0.3% (n = 290,000); in the data active means inhibition mostly above about 52%, no sharp cut-off; inactive means mostly below about 76%; further: some results filed as inactive read as strong as hits
RSV CPE inhibition: RSV antiviral activity via CPE protection, HEp-2 cells, primary 10 µM value included (AID 2391) | HEp-2 cells, RSV-induced CPE inhibition; higher % means a stronger effect | actives 0.13% (n = 310,000) | CPE inhibition, % at 10 µM; hits with a dose series show IC50 in µM; in the data active means a potency from the dose series; inconclusive means CPE inhibition mostly from about 23% at the one dose, without a potency; inactive means the rest, 99 in 100 with CPE inhibition below about 21%; further: strong numbers were not always called active
Large T inhibition: TAg ATPase/helicase activity blockers – biochemical (AID 1903) | SV40 large T antigen ATPase/helicase inhibition assay; higher % means a stronger effect | inhibition, % at 20 µM; hits with a dose series show IC50 in µM | actives 0.39% (n = 310,000); in the data active means a potency from the dose series; inconclusive means inhibition mostly from about 32% at the one dose, without a potency; inactive means the rest, 99 in 100 with inhibition below about 32%; further: strong numbers were not always called active
Rac1 GTP hydrolysis: MgcRacGAP GTPase-activating activity inhibitors, confirmation, biochemical, ADP Hunter fluorescence. one-dose inhibition, % at 30 µM; IC50 in µM for titrated hits. AID 624330. MgcRacGAP-stimulated Rac1 GTP hydrolysis, ADP Hunter fluorescence; higher % means a stronger effect; GST-tagged Rac1 F28L mutant substrate. actives 0.6% (n = 340,000);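 active means first-screen hits whose inhibition reached a set limit at any dose in the follow-up dose series; inconclusive means inhibition above the set first-screen limit but never retested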;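 further: fluorescence reports GDP produced by GAP-driven GTP hydrolysis; strong numbers were not always called active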
GPR35 antagonists: inhibition of zaprinast-stimulated GPR35 beta-arrestin translocation – imaging, U2OS, beta-arrestin-GFP, zaprinast agonist, primary screen (AID 2058); U2OS GPR35 beta-arrestin-GFP translocation imaging, zaprinast antagonism; higher % means a stronger effect; inhibition, % at 10 µM; hits with a dose series show IC50 in µM; actives 0.052% (n = 290,000);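 active means inhibition of at least 50% with at least 30 cells and total cytoplasm GFP at most 10,000,000; inconclusive means under 30 cells or total GFP of 10,000,000 plus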
K1F lysis inhibition: protection from phage-mediated lysis, alamar blue read-out – E. coli UTI89, K1F phage, bacterial capsule biogenesis inhibitors (AID 488966) | actives 0.02% (n = 340,000) | one-dose inhibition, % at 100 µM; IC50 in µM for titrated hits | E. coli UTI89 K1F phage lysis, alamar blue, 2 h; higher % means a stronger effect;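 active means phage lysis inhibition, versus mean bacterial control, above a set limit; inconclusive means no clear call, values can overlap the other calls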;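 further: capsule biogenesis inhibitors block K1F phage lysis so surviving cells raise fluorescence; higher fluorescence means more inhibition of phage lysis; actives were called in the ten point dose series up to 300 µM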
NS5 inhibitors: flavivirus cap methylation enzyme inhibition – biochemical, confirmation dose response, primary screen (AID 588689); Dengue-2 NS5 methyltransferase capping enzyme assay, biochemical; higher % means a stronger effect; inhibition, % at 25 µM; hits with a dose series show IC50 in µM; actives 0.3% (n = 340,000); in the data active means a potency from the dose series; inconclusive means inhibition above about 29% without an active follow-up result
NS5 inhibitors pilot replicate: second read-out of NS5 inhibitors, no call of its own (marks repeat the call); inhibition, %; measured here: pilot screen replicate inhibition
* = called active by the depositor; u = inconclusive; x = not tested or not shown; & = joins results of further samples; [ ] = dose if it differs, or a comment.

SMILES	GPR55 LPI antagonism	PhoP inhibition	HIV fusion peptide	RSV CPE inhibition	Large T inhibition	Rac1 GTP hydrolysis	GPR35 antagonists	K1F lysis inhibition	NS5 inhibitors	others
CCCNC(=O)COc1coc(CN2CCN(c3ccc(F)cc3)CC2)cc1=O	10%	-4%	1.7%	0.7%	9%	8%	-4%	0.1%	1%
COc1ccc(C)cc1NC(=O)c1nnn(Cc2cccc(C(F)(F)F)c2)c1N	9%	-5%	-2.3%	-0.3%	6%	11%	26%	0.2%	-4%
O=C(CN1CC(c2ccccc2)CC1=O)Nc1ccc2c(c1)OCO2 (centres undefined)	4%	4%	1.7%	5.0%	6%	-5%	-7%	1.6%	-3%
O=C(N=C1SC2CS(=O)(=O)CC2N1c1ccccc1)C1CCCCC1 (centres undefined)	-15%	0%	0.3%	2.2%	8%	6%	-1%	2.0%	-4%
O=C(CSc1nc2[nH]ncc2c(=O)n1-c1ccccc1Cl)N1CCCC1	14%	4%	-1.1%	-0.1%	2%	6%	-5%	0.3%	-14%
CCN(Cc1ccccc1)c1ccc(N=Nc2nn(C)c(C)c2[N+](=O)[O-])cc1	23%	5%	-4.3%	u	5%	13%	-12%	2.8%	-1%
CCOc1c2ccc(C(=O)NCc3cc(C(F)(F)F)cc(C(F)(F)F)c3)cc2nn1C	9%	3%	-0.7%	1.2%	9%	4%	20%	0.7%	-12%
CCCc1cc(=O)[nH]c(SCCN2C(=O)c3ccccc3C2=O)n1	10%	7%	1.0%	-1.1%	9%	3%	-4%	-0.4%	-7%
CCN1CCc2nc(NC(=O)c3ccccc3)sc2C1	15%	-6%	10%	-1.7%	2%	6%	-2%	0.0%	-37%	NS5 inhibitors pilot replicate=-12
O=[N+]([O-])/C(C(Cl)=C(Cl)Cl)=C(/NC1CC1)Sc1ccccc1	13%	-9%	6.2%	1.2%	24%	7%	6%	0.0%	-4%
O=C(Nc1cccc(C(F)(F)F)c1)C(Sc1cccc[n+]1[O-])c1ccccc1 (centres undefined)	8%	-11%	0.3%	1.0%	4%	5%	-19%	1.0%[50 µM]	2%
Cc1ccc(C(=O)NCC(=O)Nc2ccc(F)c(F)c2F)cc1	7%	-4%	-1.6%	0.6%	4%	9%	-12%	0.0%	-8%
CCOC(=O)C1CCN(C2=NC(=O)/C(=C/c3ccc(O)cc3)S2)CC1	7%	9%	0.3%	1.4%	27%	21µM*	-4%	-0.7%[50 µM]	-13%
Nc1nc(N)nc(-c2cc(O)ccc2O)n1	x	x	x	-0.6%	x	21%	x	6.7%	0%
Cc1[nH]c2ccccc2c1C(=O)C(C)OC(=O)c1ccccc1NCCO (centres undefined)	x	4%	x	5.8%	13%	4%	x	-0.6%	3%
O=c1[nH]c(O)c(C=Nc2ccc(Cl)cc2Cl)c(=O)[nH]1	5%	-14%	4.7%	x	x	11%	3%	1.3%	-5%
CCOc1ccc(C(=O)NC(=S)Nc2cccc(S(=O)(=O)NC3=NCCC3)c2)cc1	-15%	10%	0.4%	-0.9%	9%	7%	1%	-0.1%	-1%
COc1ccc(NC(=O)C2C3C=CC(C3)C2C(=O)NCc2ccccn2)c(OC)c1 (centres undefined)	-4%	8%	-1.0%	0.7%	11%	15%	-11%	13%	2%
O=C(CSc1nnc(-c2cccc(S(=O)(=O)N3CCCCC3)c2)o1)NCCC1=CCCCC1	-6%	-1%	-0.8%	4.4%	6%	-2%	-4%	0.1%	-2%
O=C(COC(=O)c1nc(-c2ccccc2)n(-c2cccc(C(F)(F)F)c2)n1)NCc1cccs1	-3%	2%	-2.7%	0.4%	1%	4%	8%	1.2%[50 µM]	1%
Cc1cc(C)n(-c2ccc(C(=O)Nc3ccc4c(c3)OCO4)cc2)n1	-3%	15%	-3.0%	8.9%	11%	13%	1%	0.6%	-5%
CCOc1ccc2[nH]c(=O)c(CN(CCN3CCOCC3)Cc3nnnn3C(C)(C)CC)cc2c1	18%	15%	20%	1.0%	-1%	0%	-6%	5.2%	3%
CC/C(=N\NC(=O)c1ccc(N2CCCC2=O)cc1)c1ccccc1	0%	-3%	0.5%	0.6%	8%	6%	8%	0.0%	-13%
Cc1cc(C)nc(Nc2nc3ccccc3o2)n1	1%	-6%	-0.5%	0.2%	11%	9%	12%	0.5%	3%
Cc1ccc(/C=C2\SC(=O)N(CCC(=O)N3CCN(C)CC3)C2=O)cc1	-5%	-11%	-0.1%	-0.9%	2%	9%	-2%	0.0%	-1%

The closing 2 records of the part above open the next one:
SMILES	GPR55 LPI antagonism	PhoP inhibition	HIV fusion peptide	RSV CPE inhibition	Large T inhibition	Rac1 GTP hydrolysis	GPR35 antagonists	K1F lysis inhibition	NS5 inhibitors	others
Cc1cc(C)nc(Nc2nc3ccccc3o2)n1	1%	-6%	-0.5%	0.2%	11%	9%	12%	0.5%	3%
Cc1ccc(/C=C2\SC(=O)N(CCC(=O)N3CCN(C)CC3)C2=O)cc1	-5%	-11%	-0.1%	-0.9%	2%	9%	-2%	0.0%	-1%
Cc1ccccc1S(=O)(=O)NCc1cccnc1	2%	-12%	1.0%	-0.2%	4%	2%	-6%	0.9%	2%
Cc1ccc(S(=O)(=O)N2CCC(C(=O)OCC(=O)N(C)C3CCS(=O)(=O)C3)CC2)cc1C (centres undefined)	x	-5%	x	-2.2%	5%	9%	x	0.5%[50 µM]	-6%
CCOc1ccc(CCNC(=O)c2cc3sc(Cl)cc3n2C)cc1OCC	-2%	31%	-0.3%	1.4%	-3%	4%	1%	0.1%	1%
COc1ccccc1NC(=O)Nc1nc(CC(=O)Nc2cc(F)ccc2F)cs1	x	-5%	x	19%	22%	8%	x	-0.8%[50 µM]	-11%
CCOc1ccc(OCCC(=O)N(CCC(C)C)c2c(N)n(Cc3ccccc3)c(=O)[nH]c2=O)cc1	x	-4%	x	0.9%	1%	2%	x	0.9%[50 µM]	1%
Cc1ccc(NC(=O)C(=O)NCC2CCN(C(=O)c3cccc([N+](=O)[O-])c3)CC2)cc1	7%	-4%	-1.1%	0.2%	-1%	16%	-6%	0.1%	-5%
COc1ccccc1CCNC(=O)C1CCN(C(=O)/C=C/c2ccccc2)CC1	-4%	4%	-1.1%	1.6%	-1%	8%	13%	0.1%	-4%
CCN(c1cc(C)cc(C)c1)S(=O)(=O)c1nnc(NC(=O)C(C)(C)C)s1	3%	14%	0.3%	7.9%	6%	x	9%	-0.8%[50 µM]	-6%
CC(=O)Cc1nsc(NC(=O)c2ccc(COc3cccc(C)c3)o2)n1	-3%	8%	3.6%	2.4%	23%	9%	9%	0.7%	0%
CC12CCC(C(=O)Nc3cccnc3)(CC1=O)C2(C)C (centres undefined)	2%	-11%	-0.8%	1.6%	9%	2%	-16%	4.1%	-2%
CCN(CC(=O)NC1CC1)S(=O)(=O)c1ccc(C)cc1	5%	1%	0.2%	2.0%	10%	3%	-9%	-0.2%[50 µM]	-4%
COc1ccc(C2CCCN2C(=S)Nc2cccc(C)c2C)cc1OC (centres undefined)	-7%	-9%	0.3%	3.4%	12%	10%	1%	0.2%	-4%
O=C1NCCCN1Cc1ccc(F)cc1	-8%	1%	0.6%	3.1%	11%	1%	3%	5.0%	-2%
CCOC(=O)C1C(c2ccccc2Cl)NC(=O)N(C)C1(O)C(F)(F)F (centres undefined)	15%	-5%	4.4%	-0.1%	14%	5%	5%	-1.1%	5%
O=C(O)COc1ccc(NC(=O)c2ccco2)cc1	-1%	-7%	0.1%	-0.7%	5%	-2%	4%	0.9%[50 µM]	-5%
Cc1ccc(CN2C(=O)N/C(=C\c3ccc(N4CCOCC4)cc3)C2=O)cc1	12%	-9%	-1.5%	2.7%	26%	8%	-13%	5.8%	0%
CCN(CC)CCCNC(=O)Cn1nc([N+](=O)[O-])c(Cl)c1C	4%	0%	-1.6%	1.6%	19%	6%	2%	0.2%	-2%
O=C(CN1C(=O)NC2(CCc3ccccc32)C1=O)NCc1ccccc1Cl (centres undefined)	x	x	x	1.5%	x	8%	x	1.1%[50 µM]	-8%
COc1ccccc1OCc1ccc(C(=O)c2ccccc2)cc1	0%	3%	-0.4%	u	19%	9%	-1%	-0.3%	x
COc1cccc(/C=C(/C(=O)OCC(=O)NC2CCCC(C)C2C)c2ccccc2)c1 (centres undefined)	50%	9%	1.7%	10%	-3%	2%	1%	2.2%	-2%
Cc1cccc2cc(COC(=O)C(C)C)c(=O)[nH]c12	-1%	-7%	-2.0%	9.8%	4%	12%	0%	-0.2%	9%
COc1c(F)c(F)c(C(=O)O)c(Nc2ccc(C)cc2)c1F	15%	-3%	5.6%	-0.6%	15%	-1%	-2%	7.1%	-5%
COc1cc(OC)cc(C(=O)Nc2ccccc2C(=O)NC2CC2)c1	x	x	x	-0.1%	x	2%	x	1.3%[50 µM]	-4%
Clc1ccc2[nH]cc(-c3nnnn3-c3ccccc3)c2c1	9%	17%	-0.7%	6.7%	1%	0%	-10%	0.6%	-3%
CC(=O)Nc1ccc(CCc2nc3ccccc3[nH]2)cc1	0%	0%	0.4%	0.7%	11%	4%	10%	0.1%	3%
Next entries follow:
SMILES	GPR55 LPI antagonism	PhoP inhibition	HIV fusion peptide	RSV CPE inhibition	Large T inhibition	Rac1 GTP hydrolysis	GPR35 antagonists	K1F lysis inhibition	NS5 inhibitors	others
CC1(C)CC(NC2C3CC4CC(C3)CC2C4)CC(C)(C)N1 (centres undefined)	9%	-11%	1.1%	0.3%	12%	9%	-1%	0.8%	-1%
O=C1CC[C@@H](C(=O)N2CSC[C@H]2C(=O)O)N1	2%	-3%&-9%	0.1%	1.6%	22%&5%	4%	0%	2.6%	-10%
Cc1ccc(-n2cccn2)c(CN2CCC(CO)(CCc3ccccc3)CC2)c1	7%	-3%	1.3%	x	3%	4%	1%	0.2%	-4%
COc1cccc(NC(=O)COC(=O)c2c(F)cccc2Cl)c1	-9%	11%	-2.0%	-0.5%	6%	8%	-12%	-0.7%	-13%
CCOC(=O)c1cnc2cc(-c3ccc(C)cc3)nn2c1-c1ccccc1	54%	-1%	-2.9%	2.0%	6%	11%	7%	1.1%	4%
Cc1nc2sc3c(c2c(=O)n1/N=C/c1cccnc1)CCCC3	-14%	-5%	0.1%	2.9%	25%	4%	4%	0.7%	-5%
CCOC(=O)N1CCC(N(CCN(C)C)C(=S)Nc2cccc(SC)c2)CC1	8%	-4%	0.5%	-0.1%	0%	12%	-1%	0.3%	-6%
